PAFAH2 FP inh: inhibitors of human PAFAH2. Q99487. recombinant PAFAH2, FP-rhodamine activity probe, fluorescence polarization. inhibition, % at 3.39 µM. 0.99% of 340,000 active;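 active means inhibition above the mean over all tested compounds plus 3 SD, cut at about 30% in these data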;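 further: inhibitors block probe labeling of enzyme so polarization drops; 0% = enzyme with DMSO and 100% = wells lacking PAFAH2 protein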
PAFAH1B3 FP inh: inhibitors of human PAFAH1B3; Q15102; recombinant PAFAH1B3, FP-rhodamine probe, fluorescence polarization; inhibition, % at 3.39 µM; 0.28% of 340,000 active;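 active means inhibition above the screen-wide average of all tested compounds plus 3 SD, cut at about 25% in these data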;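 further: 0% = enzyme with DMSO only and 100% = wells lacking PAFAH1B3 protein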
Target sequence (Q15102 whole entry, looked up): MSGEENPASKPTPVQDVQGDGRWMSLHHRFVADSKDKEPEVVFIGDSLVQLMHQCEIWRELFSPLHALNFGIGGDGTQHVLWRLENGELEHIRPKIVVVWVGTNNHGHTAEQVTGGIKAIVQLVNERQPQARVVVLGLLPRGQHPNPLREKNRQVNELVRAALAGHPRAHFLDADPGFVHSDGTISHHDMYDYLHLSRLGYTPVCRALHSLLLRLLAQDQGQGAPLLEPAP
PAFAH1B2 inh: PAFAH1B2 (human) inhibition | P68402 | recombinant PAFAH1B2, FP-rhodamine activity probe, fluorescence polarization | inhibition, % at 3.39 µM | 1.2% of 340,000 active | AID 492953;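 active means inhibition above the mean of all tested compounds plus 3 SD, cut at about 24% in these data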;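 further: 0% = enzyme with DMSO and 100% = wells lacking PAFAH1B2; many of its hits are not listed in these tables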
Target sequence (P68402 whole entry, looked up): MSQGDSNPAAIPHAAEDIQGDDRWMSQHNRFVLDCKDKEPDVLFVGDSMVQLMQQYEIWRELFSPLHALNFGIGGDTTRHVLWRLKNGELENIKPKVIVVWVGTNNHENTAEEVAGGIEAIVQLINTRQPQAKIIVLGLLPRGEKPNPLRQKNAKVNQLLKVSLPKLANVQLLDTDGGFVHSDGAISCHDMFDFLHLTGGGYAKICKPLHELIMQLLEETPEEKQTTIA
* marks the source's active call; other numbers are inactive results. These rows are one share of the data, so the mix of outcomes need not match the whole.

SMILES	PAFAH2 FP inh	PAFAH1B3 FP inh	PAFAH1B2 inh
CCCCNc1ccc2c(c1)C1CC2CCN1C(=O)OCc1ccccc1 (stereo unspecified)	6	4	5
CC(=O)c1ccc(S(=O)(=O)N(C)C(C)CCc2ccco2)cc1 (stereo unspecified)	2	7	6
CC(=O)N1C2=CCCC3CCCCC23c2ccccc21 (stereo unspecified)	4	9	1
O=C(N/N=C/c1cn(Cc2cccc(F)c2)c2ccccc12)c1cc(O)cc(O)c1	8	44*	26*
CCc1nnc(NC(=O)CSc2nc(-c3ccc(F)cc3)cc(-c3ccccc3)c2C#N)s1	5	-2	0
O=C(CN1C(=O)NC2(CCCCC2)C1=O)Nc1cc(C(F)(F)F)ccc1N1CCOCC1	0	4	3
C=CCn1c(COc2cccc(C)c2)nnc1SCC(=O)c1c(N)n(C)c(=O)n(C)c1=O	-2	-4	5
COc1ccc(-c2nc(CN3CCC(C(=O)NC4CCCc5ccccc54)CC3)c(C)o2)cc1OC (stereo unspecified)	-13	11	1
O=C(Oc1ccccc1)N1CCN(C(=O)c2ccco2)CC1	4	16	1
O=C(c1cc(=O)[nH]c2ccccc12)N1CCN(Cc2ccc3c(c2)OCO3)CC1	0	1	5
CCN(CC)c1ccc(/C=C2\SC(N)=NC2=O)cc1	-2	-6	-2
COc1ccc(OC)c(S(=O)(=O)N/N=C(/C)c2ccc3c(c2)OCO3)c1	0	8	9
CC(NC(=O)CSc1ccc(S(=O)(=O)N2CCOCC2)cn1)c1ccc(Cl)cc1Cl (stereo unspecified)	-1	1	5
COCCCN(C(=O)c1cc(Cl)nc2ccccc12)c1c(N)n(Cc2ccccc2)c(=O)[nH]c1=O	0	5	-2
CCCc1ccc(NC(C)C(=O)Nc2ccc(S(=O)(=O)N3CCOCC3)cc2)cc1 (stereo unspecified)	-2	6	5
Cc1[nH]c(=O)[nH]c(=O)c1S(=O)(=O)Nc1cccc(C(F)(F)F)c1	-5	6	8
O=C(Nc1cccc(C(=O)N2CCCCC2)c1)c1ccccc1	-8	12	3
Cc1cccc(C=CC(=O)c2ccc(Cl)cc2)c1	-3	1	-2
COc1cc(NC(=O)c2cc(S(=O)(=O)N3CCCCC3)ccc2N2CCOCC2)cc(OC)c1OC	1	-4	2
C/C(=N\NC(=O)Cc1ccc([N+](=O)[O-])cc1)c1cccnc1	-2	1	0
O=C(Nc1ccccc1C(F)(F)F)NC1(C(=O)N2CCOCC2)CCCCC1	29	9	1
O=C(NC1CC1)c1cc(-c2ccco2)nc2ccccc12	15	8	-1
COc1ccccc1NS(=O)(=O)c1cccc(C(=O)NCC(c2cccs2)N(C)C)c1 (stereo unspecified)	2	2	8
O=c1[nH]c2nc(Cl)nc(Cl)c2[nH]1	1	2	9
S=C(NCCc1ccccc1)Nc1ncccn1	1	4	9
Next part
SMILES	PAFAH2 FP inh	PAFAH1B3 FP inh	PAFAH1B2 inh
N=C1c2ccccc2-c2ccccc21	4	5	4
COCCCN(C(=O)c1ccccc1)c1nc(-c2ccc(OC)cc2)cs1	0	1	0
Cc1nc([N+](=O)[O-])c(Br)n1CC(=O)c1ccc(F)cc1	3	6	5
CCn1c(=O)c(C(=O)NCc2ccc(Cl)cc2)c(O)c2ccccc21	-7	4	2
CCOC(=O)C1CC2=C(CCCC2=O)N(Cc2ccccc2)C1=O (stereo unspecified)	6	8	5
COc1ccc(/C=N/n2c(SC)nnc2-c2ccccc2)c(OC)c1OC	4	5	-1
O=C(Nc1ccc(Cl)cn1)c1cccc(S(=O)(=O)N2CCCCC2)c1	-3	2	3
CC1=NOC(=O)/C1=C\c1ccc(-c2ccccc2Br)o1	44*	20	24
COc1ccc(/C=C2/C(=O)N(c3ccccc3)N=C2C)cc1OC	-3	8	2
COC(C[C@H](O)[C@H](C)[C@H](O)COCc1ccccc1)OC	-10	3	-3
CC(=O)Nc1cccc(-c2cc(C)c3cc4c(cc3n2)OCO4)c1	16	7	5
Cc1cc(C)c(OCCn2ccnc2)c(C)c1	-7	6	3
O=C(C1CC(=O)N(c2ccc3c(c2)OCCO3)C1)N1CCN(S(=O)(=O)c2ccccc2F)CC1 (stereo unspecified)	4	1	0
COc1ccc(Nc2ncnc3c2cnn3-c2cccc(C)c2)cc1OC	-4	5	-1
COc1ccc(C(=O)Nc2ccc(N3CCOCC3)cc2)cc1S(=O)(=O)N1CCCC1	0	2	7
COc1ccc(Br)cc1/C=N/n1c(C)nc2ccccc2c1=O	-9	1	-4
CN(C)CCNCCCNc1c2ccccc2nc2cccc([N+](=O)[O-])c12	12	16	8
CC(=O)OCC=C1CCC2C3CC(C)C4=CC(=O)CCC4(C)C3C(O)CC12C (stereo unspecified)	-5	10	3
Cc1ccc(NS(=O)(=O)c2ccc(C(=O)OCC(=O)Nc3cc(C)on3)cc2)cc1	14	7	4
COc1ccc(S(=O)(=O)N2CCN(S(=O)(=O)c3ccc4c(c3)OCCO4)CC2)cc1C	1	4	5
N#Cc1cccc(Oc2ccc(S(=O)(=O)N3CCCC3)cn2)c1	0	9	5
NC(=NCc1ccccc1)C(N=Nc1ccccc1)C(=O)NCc1ccccc1 (stereo unspecified)	-2	6	0
O=C1c2ccccc2C(=O)N1c1nccs1	-4	14	-1
CN(C(=O)COC(=O)c1ccc(Cl)c(S(=O)(=O)NCc2ccccc2)c1)C1CCS(=O)(=O)C1 (stereo unspecified)	5	1	34*
CC(=O)c1sc2c(c1OC(=O)c1ccc(Cl)cc1)c(=O)n(-c1ccccc1)c(=S)n2-c1ccccc1	2	5	2

A section from the list above, for reference:
SMILES	PAFAH2 FP inh	PAFAH1B3 FP inh	PAFAH1B2 inh
CCCCNc1ccc2c(c1)C1CC2CCN1C(=O)OCc1ccccc1 (stereo unspecified)	6	4	5
CC(=O)c1ccc(S(=O)(=O)N(C)C(C)CCc2ccco2)cc1 (stereo unspecified)	2	7	6
CC(=O)N1C2=CCCC3CCCCC23c2ccccc21 (stereo unspecified)	4	9	1
O=C(N/N=C/c1cn(Cc2cccc(F)c2)c2ccccc12)c1cc(O)cc(O)c1	8	44*	26*
CCc1nnc(NC(=O)CSc2nc(-c3ccc(F)cc3)cc(-c3ccccc3)c2C#N)s1	5	-2	0
O=C(CN1C(=O)NC2(CCCCC2)C1=O)Nc1cc(C(F)(F)F)ccc1N1CCOCC1	0	4	3
C=CCn1c(COc2cccc(C)c2)nnc1SCC(=O)c1c(N)n(C)c(=O)n(C)c1=O	-2	-4	5
COc1ccc(-c2nc(CN3CCC(C(=O)NC4CCCc5ccccc54)CC3)c(C)o2)cc1OC (stereo unspecified)	-13	11	1
O=C(Oc1ccccc1)N1CCN(C(=O)c2ccco2)CC1	4	16	1
O=C(c1cc(=O)[nH]c2ccccc12)N1CCN(Cc2ccc3c(c2)OCO3)CC1	0	1	5
CCN(CC)c1ccc(/C=C2\SC(N)=NC2=O)cc1	-2	-6	-2
COc1ccc(OC)c(S(=O)(=O)N/N=C(/C)c2ccc3c(c2)OCO3)c1	0	8	9
CC(NC(=O)CSc1ccc(S(=O)(=O)N2CCOCC2)cn1)c1ccc(Cl)cc1Cl (stereo unspecified)	-1	1	5
COCCCN(C(=O)c1cc(Cl)nc2ccccc12)c1c(N)n(Cc2ccccc2)c(=O)[nH]c1=O	0	5	-2
CCCc1ccc(NC(C)C(=O)Nc2ccc(S(=O)(=O)N3CCOCC3)cc2)cc1 (stereo unspecified)	-2	6	5
Cc1[nH]c(=O)[nH]c(=O)c1S(=O)(=O)Nc1cccc(C(F)(F)F)c1	-5	6	8
O=C(Nc1cccc(C(=O)N2CCCCC2)c1)c1ccccc1	-8	12	3
Cc1cccc(C=CC(=O)c2ccc(Cl)cc2)c1	-3	1	-2
COc1cc(NC(=O)c2cc(S(=O)(=O)N3CCCCC3)ccc2N2CCOCC2)cc(OC)c1OC	1	-4	2
C/C(=N\NC(=O)Cc1ccc([N+](=O)[O-])cc1)c1cccnc1	-2	1	0
O=C(Nc1ccccc1C(F)(F)F)NC1(C(=O)N2CCOCC2)CCCCC1	29	9	1
O=C(NC1CC1)c1cc(-c2ccco2)nc2ccccc12	15	8	-1
COc1ccccc1NS(=O)(=O)c1cccc(C(=O)NCC(c2cccs2)N(C)C)c1 (stereo unspecified)	2	2	8

The list goes on:
SMILES	PAFAH2 FP inh	PAFAH1B3 FP inh	PAFAH1B2 inh
COc1ccc(/C=C/c2cc(O)cc(OC3OC(CO)C(O)C(O)C3O)c2)cc1 (stereo unspecified)	-1	9	-5
CCOCCCN(C(=O)Cn1nnc(-c2ccc(C)o2)n1)C(C(=O)NC1CCCC1)c1ccc(C)o1 (stereo unspecified)	-10	0	-5
CC(C)C[C@H]1CNC(=S)N1CC1CCCN1C[C@H](Cc1ccc(O)cc1)N1C[C@H](Cc2ccccc2)N(CC2CCCCCC2)C1=S (stereo partly specified)	-8	1	0
COC(C[C@H]1O[C@H]1[C@@H](O)[C@H](C)OCc1ccccc1)OC	4	9	2
COc1ccc(-c2cc(C(F)(F)F)n3nc(C(=O)N4CCOCC4)nc3n2)cc1	0	1	3
CC(C)(C)OC(=O)N(CCc1ccccc1)Cc1ccc(OCc2cccc(NC(=O)C3CCCC3)c2)cc1	-9	-1	-5
Cc1cc(Nc2ncc(Cl)cc2Cl)n(-c2ccccn2)n1	1	4	-2
O[C@@H]1CN(C2CCN(Cc3ccccc3)CC2)CC[C@H]1N1CCCCCC1	-4	-3	0
CCN(CC)CCNC(=O)c1ccc(NC(=O)c2ccc(COc3ccccc3)cc2)cc1	-10	-3	-1
COc1ccc(OC)c(NC(=O)NCCc2c[nH]c3ccccc23)c1	5	14	0
CN(C)Cc1c(OC(=O)c2ccc(N)cc2)ccc2ccccc12	23	7	2
CC(=O)c1ccc(NC(=O)c2ccc([N+](=O)[O-])o2)cc1	-4	1	6
CC(C)C12NC(=O)NC(=O)N1CCS2 (stereo unspecified)	1	5	2
COc1c(C=NNC(N)=O)c(OC)c(OC)c2c1CCO2	3	8	5
COc1ccccc1N1CCN(C(=O)c2ccc3ncsc3c2)CC1	-3	-3	-4
O=C(NCCC1=CCCCC1)C1CCN(S(=O)(=O)c2ccc(-n3cnnn3)cc2)CC1	5	25	4
COc1ccc(C=C(C(=O)O)c2ccc(OC)cc2)cc1	-1	4	2
Cc1ccc(OCc2cc(C(=O)NC3CCc4ccccc43)no2)cn1 (stereo unspecified)	1	14	2
Cc1ccc(N=Nc2c(O)ccc3n[nH]nc23)cc1	30*	2	8
CCOC(=O)/C(C#N)=C/c1c(N2CCN(c3ccc(OC)cc3)CC2)nc2c(C)cccn2c1=O	0	12	3
O=C1OC(c2cccs2)=N/C1=C\c1ccc(-c2ccccc2Cl)o1	13	5	0
CC(=O)c1ccc(NC(=O)C[n+]2ccc(N(C)C)cc2)cc1	8	6	1
C=CS(=O)(=O)c1sc(Cl)c(N2CCOCC2)c1[N+](=O)[O-]	3	11	-2
COc1ccc(OCC(=O)NCc2nc(-c3ccccc3)no2)cc1	0	8	7
COc1ccc(NC(=O)/C(Cl)=C(/Cl)S(=O)(=O)Cc2ccccc2)cn1	41*	0	8
(cont.)
SMILES	PAFAH2 FP inh	PAFAH1B3 FP inh	PAFAH1B2 inh
COCCCNC(=O)CCc1c(C)nc2c(c(C)nn2-c2ccc(C)cc2)c1C	-7	6	1
Nc1ccccc1C(=O)N1CCC(O)(c2ccc(Cl)cc2)CC1	-3	7	3
COc1cc(C(=O)N/N=C(\C)c2ccc(NC(=O)Cc3ccccc3)cc2)ccc1O	0	6	7
COc1ccc(OCc2cn(CC(=O)c3ccc(O)cc3)nn2)cc1	-5	11	6
COc1ccc(NC(=O)c2cc([N+](=O)[O-])ccc2N2CCCC2)cc1S(N)(=O)=O	4	13	1
COc1ccccc1CCNC(=O)Cn1c(=O)oc2ccccc21	5	-5	-3
O=C(CCSC1=NCCCN1)c1ccc(F)cc1	-2	6	5
CC(=NNC(=S)N1CCCCCC1)c1ccccn1	6	5	3
Cc1cn(CC(=O)N(C)Cc2ccco2)c(=O)[nH]c1=O	-5	0	0
O=C1c2ccccc2C(O)(c2ccccc2)N1c1ccc([N+](=O)[O-])cc1Cl (stereo unspecified)	12	12	5
CC(C)CCOc1ncnc2c1sc1nc3c(cc12)CSC(C)(C)C3	-11	0	4
CCc1nc2ccccc2c(C(=O)OCC(=O)N(CC(C)C)c2c(N)n(Cc3ccccc3)c(=O)[nH]c2=O)c1C	1	5	4
Cc1cc(C(=O)COC(=O)c2ccc(O)cc2O)c(C)n1-c1ccc(OC(F)F)cc1	-6	3	-3
CCSC(=O)N1c2ccc(OC)cc2C=CC1C#N (stereo unspecified)	1	4	0
COc1ccccc1N(C)S(=O)(=O)c1ccc(C)c(C(=O)N2CCCCCC2)c1	3	11	-3
COc1ccc(/C=N/n2nnnc2N)c(OC)c1	-2	6	6
Cc1cccc(C(=O)NC(=S)NNC(=O)COc2ccc(Cl)cc2)c1	-4	5	22
Cn1c(=O)c(C(=O)NCCCc2ccccc2)c(O)c2ccccc21	-7	1	4
Cc1c(NC(=O)c2ccc(NS(=O)(=O)c3cccc([N+](=O)[O-])c3)cc2)c(=O)n(-c2ccccc2)n1C	2	8	2
CN(C)c1nc(N)c2nccnc2n1	5	3	-1
CCOC(=O)c1cc2c(c(-c3ccccc3)n1)[C@@H](CCO)N(S(=O)(=O)C(C)(C)C)C2	0	2	1
CCOc1ccc(S(=O)(=O)N2CCOCC2)cc1NC(=O)CCOc1ccc(C(C)(C)C)cc1	0	-5	-3
COc1cccc(C2c3c(oc4ccccc4c3=O)C(=O)N2CCCN2CCOCC2)c1OC (stereo unspecified)	-1	-5	3
C=COC(=O)NC1CCc2cc(OC)c(OC)c(OC)c2-c2ccc(SC)c(=O)cc21 (stereo unspecified)	3	4	-2
CCCCN(C(=O)CCN1C(=O)C2CC=CCC2C1=O)c1c(N)n(CCCC)c(=O)[nH]c1=O (stereo unspecified)	0	1	5
